# Screening data as filed in PubChem.
# TNAP activation fold = human TNAP enzyme activators, primary screen, biochemical, luminescent, no phosphate acceptor, uHTS (AID 1001); Alkaline phosphatase, tissue-nonspecific isozyme (Homo sapiens); purified TNAP, luminescent activation assay, no phosphate acceptor; higher activation fold means a stronger effect; activation fold at 20 µM; hits with a dose series show EC50 in µM; 200,000 compounds, 0.03% hits; in the data active = activation fold from about 3, or a potency from the dose series; inactive = the rest, 99 in 100 with activation fold below about 1.6; also: many of its hits are not listed in these tables
# T cell HTS = modulators of CD8 T cell-vesicle binding, primary screen, mouse 2C CD8+ T cells, flow cytometry; 2C CD8+ T cell-vesicle binding; active compounds read low; calls only at 7 µM; 330,000 compounds, 0.068% hits; AID 2052, 2009;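 active = response, share of CD8 T cells binding vesicles, and their 90th percentile fluorescence all below set limits, cut at about 80% in these data, passing the limit was not always enough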
#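 Material: 2C TCR transgenic mouse naive CD8+ T cells, MACS-purified. Also added: QL9-charged Drosophila Ld/ICAM-1/B7-1 vesicles. Timing: binding 1.5 h at 37 °C. Measured by: high-throughput flow cytometry with anti-B7-1 and anti-CD8 staining. Read-out: percent CD8+ FL2 mean versus row control. Controls: Unloaded micro-vesicles (low), QL9 vesicles with 0.7% DMSO (high).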
# b-catenin transl = modulators of beta-catenin nuclear translocation, primary screen, imaging, HeLa cells, immunofluorescence, high-content | 190,000 compounds, 0.3% hits | AID 1665, 2009 | nuclear translocation activity, % at 5 µM;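 active = nuclear translocation activity above 50% at 5 µM, with a well cell count of 50 or more; inconclusive = wells under 50 cells across six images, flagged as toxic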;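 also: per-cell ratio of nuclear to cytoplasmic median beta-catenin stain intensity; plate controls were DMSO negative control for no effect and GSK-3 inhibitor IX positive control for full effect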
#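 System: HeLa cells, endogenous beta-catenin; compound dosing: 5 µM primary single dose, 0.1% DMSO, 0.02–20 µM confirmation series; incubation: 24 h compound exposure at 37°C, 5% CO2; signal: beta-catenin immunofluorescence imaging with DAPI; evaluation: % activation, nuclear-to-cytoplasmic median beta-catenin signal ratio per cell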
# PMI inhibitors = inhibitors of human PMI, primary screen, biochemical, fluorescence intensity, coupled assay (AID 1209); 190,000 compounds, 0.42% hits; one-dose inhibition, % at 20 µM; IC50 in µM for titrated hits; purified PMI enzyme, coupled fluorescence intensity; higher % means a stronger effect; Mannose-6-phosphate isomerase (Homo sapiens); in the data active = inhibition above about 50%;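 also: plate controls were DMSO vehicle for no effect and wells lacking substrate for full effect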
# MT stabilizer = microtubule stabilizers in HeLa cells, primary screen, imaging, high-content imaging | % tubulin-high responders, % at 10 µM | HeLa tubulin immunostaining HCS, 24 h; share of cells brighter than vehicle mean+2SD | 200,000 compounds, 0.83% hits;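 active = plate Z-score above 3 for both tubulin-high and condensed-nucleus cell shares, with cell loss under 80%, at 10 µM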;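 also: anti alpha tubulin signal scored within the nucleus-defined area of each cell; some results filed as inactive read as strong as hits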
# Lipid droplet = inhibitors of hepatocyte lipid droplet formation, primary screen, imaging, high-throughput imaging, BODIPY stain; AML12 mouse hepatocytes, oleate lipid droplets; inhibition, % at 6.5 µM; 240,000 compounds, 0.4% hits; AID 1656, 2009;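 active = lipid droplet intensity inhibited by at least 50%, with more than 500 cells counted; inconclusive = wells with under 300 cells, treated as cytotoxic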
#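 Assay system: AML12 hepatocytes (mouse) / Also added: 100 µM oleic acid challenge / Times: overnight treatment with compound plus oleate / Detection: high-content imaging of BODIPY-stained droplets and DAPI nuclei / Evaluation: % inhibition of lipid droplet signal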
# Myeloid diff MLP = induction of myeloid progenitor differentiation, primary screen, cell-based, flow cytometry, MLPCN library. ER-HoxA9 myeloid progenitors, lysozyme-GFP differentiation. calls only at 10 µM. 360,000 compounds, 1% hits. AID 624256, 2012;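 active = normalized GFP-positive differentiation at or above the plate's own cutoff, the solvent-only control mean plus 3 SD; inconclusive = no clear call, values can overlap the other calls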;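 also: cells exposed to compound for four days before flow analysis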
# Ins promoter up = insulin promoter activators in MIN6 cells, imaging, high-content screening, mouse beta cells. MIN6 insulin promoter-GFP reporter; active compounds read high. z-score at 5 µM. 190,000 compounds, 0.3% hits. AID 1625, 2009;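 active = z-score above 3 at 5 µM with at least 500 cells counted in the well; inconclusive = wells under 500 cells, flagged as cytotoxic or low count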
# Dynein cargo inh = inhibitors of GR-EGFP nuclear translocation, primary screen, dynein cargo transport inhibitor project, imaging, high-content, 3617.4 mouse cells. z-score, hits read low. test concentration mostly 20 µM; stimulated with dexamethasone, 1 µM; active compounds read low. AID 1381, 2008. 220,000 compounds, 0.47% hits;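 active = plate z-score of nuclear minus cytoplasmic receptor signal below a set negative limit, without overly bright fluorescence or cell loss, cut at about -3.5 in these data, passing the limit was not always enough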;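 also: z-score of nuclear minus cytoplasmic ring GR-EGFP intensity difference per well; some compounds called inactive have numbers as strong as hits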
#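 Buffer or medium: tet-free, stripped-serum medium; Also added: dexamethasone, 1.0 µM final; Technique: high-content fluorescence imaging after fixation; Times: 48 h induction, 1 h compound, 30 min dex at 37 °C; Read-out: per-cell GR-EGFP intensity, nucleus versus surrounding cytoplasmic ring, well-averaged.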
# Dynein cargo inh cytoplasmic EGFP = also measured in Dynein cargo inh; calls as there; z-score; measured here: cytoplasmic GR-EGFP intensity; active compounds read high
# Dynein cargo inh nuclear GR-EGFP = recorded beside Dynein cargo inh, whose call it bears; z-score; measured here: nuclear GR-EGFP intensity;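 lower value marks the stronger effect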
# Dynein cargo inh cell count = second read-out of Dynein cargo inh, no call of its own (marks repeat the call); z-score; measured here: cell count per field
# Ins promoter up cell count = also measured in Ins promoter up; calls as there; cell count; measured here: cytotoxicity, nuclei count;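 total cells summed across four imaged fields per well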
# Lipid droplet cells 6.5 µM = further read-out of Lipid droplet, marked with its call; cell count; measured here: cell count, cytotoxicity flag;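 cells counted across two imaged fields per well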
# b-catenin transl cell count 5 µM = second read-out of b-catenin transl, no call of its own (marks repeat the call); cell count; measured here: cell count, cytotoxicity flag
# T cell HTS vesicle-bound % = also measured in T cell HTS; calls as there; double positive events, %; measured here: CD8+ vesicle-bound cell fraction;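 binding gate set so that unloaded-vesicle control wells show 10% double positive cells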
# MT stabilizer Hoechst-high % = also measured in MT stabilizer; calls as there; % Hoechst-high responders; measured here: nuclear condensation Hoechst responders;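 share of cells brighter than vehicle mean plus two SD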
# MT stabilizer cytotoxicity % = recorded beside MT stabilizer, whose call it bears; toxicity, %; measured here: cytotoxicity by cell density;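 0% = mean cell density of plate MIN control wells and 100% = no cells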
# Myeloid diff MLP GFP+ MAC1+ % = second read-out of Myeloid diff MLP, no call of its own (marks repeat the call); GFP+ MAC1+ double positive, %; measured here: differentiation confirmed by MAC1 staining
# An asterisk follows results filed as active; i = inactive; ? = inconclusive; nt = not tested or not shown.
SMILES	TNAP activation fold	T cell HTS	T cell HTS vesicle-bound %	b-catenin transl	b-catenin transl cell count 5 µM	PMI inhibitors	MT stabilizer	MT stabilizer Hoechst-high %	MT stabilizer cytotoxicity %	Lipid droplet	Lipid droplet cells 6.5 µM	Myeloid diff MLP	Myeloid diff MLP GFP+ MAC1+ %	Ins promoter up	Ins promoter up cell count	Dynein cargo inh	Dynein cargo inh cytoplasmic EGFP	Dynein cargo inh nuclear GR-EGFP	Dynein cargo inh cell count
O=C(NCCN1CCOCC1)C1CCN(c2nc3ccccc3o2)CC1	1.1	i	17	-7.7	980	6%	3.3	2.7	5.6	nt	nt	i	7.9	1.2	1463	-0.98	-0.21	-0.65	1.4
COCCOC(=O)C1=C(C)NC(=O)NC1c1ccc(Cl)cc1 (stereo not drawn)	1.1	i	20	-0.5	1125	-5%	3.8	3.1	7.4	nt	nt	i	8.4	0.16	1389	-0.32	-0.079	0.09	0.066
O=C(/C(=C(\O)c1ccccc1)c1ncc[nH]1)c1ccccc1	1.2	i	53	-3.7	1075	-13%	4.3	1.6	7.9	-3	720	i	0.7	1.1	1182	-0.31	-0.33	-0.22	-0.29
CCOC(=O)c1c(-c2ccccc2)csc1NC(=O)CSc1nc(C)cc(C)n1	1	i	38	2.1	552	8%	1.7	1.6	8.0	6	754	i	0.9	-1.4	1077	0.19	-0.16	-0.25	-1
Cc1ccc(O)c(C(=O)c2cnc3c(c2)COc2ccc(C)cc2-3)c1	0.9	i	38	2.6	470	10%	6.0	2.8	2.7	10	752	i	1.4	nt	nt	0.36	-0.26	0.59	0.032
COc1cccc(NC(=O)CNC(C)CCC(C)C)c1 (stereo not drawn)	1	i	20	2.2	1135	-6%	3.7	1.7	0.6	nt	nt	i	2.4	-0.32	925	1	-0.18	0.67	-0.86
O=C1c2cccc3cccc(c23)C(=O)N1CCN1CCN(CC(O)COc2ccc3ccccc3c2)CC1 (stereo not drawn)	1.1	i	44	-0.8	1164	9%	3.6	3.7	8.4	-37	641	i	1.9	-1.1	830	-1.1	-0.11	-0.32	0.24
O/N=C/c1ccc(-c2cc(Cl)ccc2Cl)o1	0.9	i	45	0.4	900	-15%	1.6	1.7	2.6	-1	620	i	0.4	-0.1	1228	1	-0.022	1.3	-1.5
Cc1cc(C)cc(OCC(=O)N(Cc2cccs2)C2CCS(=O)(=O)C2)c1 (stereo not drawn)	1.1	i	19	-3.9	1211	20%	2.2	2.1	13	-5	765	i	0.7	0.14	1227	-0.077	-0.2	0.22	-0.17
COC(=O)c1ccccc1NC(=O)c1ccc(-c2ccccc2F)o1	1.1	i	37	-0.6	1112	-1%	1.6	0.6	43	4	803	i	3.8	-0.91	1241	-0.73	-0.13	-0.081	-0.16
Cc1oc2c(c(=O)c1C)C(=O)CC(c1ccccc1)C2 (stereo not drawn)	1	i	6	0.3	709	0%	2.7	2.1	12	nt	nt	i	0.5	0.81	1212	0.7	-0.21	0.8	0.22
Cc1cccc(C)c1NC(=O)C1=C(O)c2sccc2N(C)S1(=O)=O	1	i	34	-0.6	1043	-3%	2.1	1.9	13	29	713	i	0.1	-0.01	1255	-0.41	-0.24	-0.5	0.59
COc1cccc(C2=NOC(C(=O)N3CCOCC3)C2)c1 (stereo not drawn)	1.1	i	35	2.1	1392	3%	5.2	4.3	3.8	nt	nt	i	8.1	-0.28	1596	-1.3	-0.33	-0.55	0.83
COc1cc2c(cc1/C=C1/NC(=O)N(CC(=O)Nc3ccccc3)C1=O)OCO2	1.1	i	53	0.7	979	8%	3.6	2.5	11	-4	732	i	0.4	-0.07	1520	0.76	-0.33	0.48	0.24
Cc1ccc(C)n1-c1ccc2c(c1)COC2=O	1	i	34	nt	nt	1%	3.5	2.0	13	nt	nt	nt	nt	nt	nt	0.047	-0.35	0.32	0.38
O=C(CCn1nc(-c2ccc(F)cc2)ccc1=O)NCc1ccccc1	nt	i	22	-1.9	1098	nt	nt	nt	nt	-7	716	i	0.6	-0.04	1371	-0.67	-0.26	-0.61	1.8
Cc1cc(SCC(=O)N/N=C/c2ccc(O)c(O)c2)c(C)cc1Br	0.5	i	56	-4.0	1228	18%	2.5	1.0	4.3	-2	747	i	1.4	nt	nt	-0.72	-0.25	-0.075	0.25
CCOC(=O)/C(C#N)=C/c1ccc(OCC(=O)Nc2ccc(OC)cc2)c(OC)c1	1.1	i	10	0.7	1009	5%	0.8	1.8	8.9	41	668	i	1.0	0.63	1765	nt	nt	nt	nt
Cn1nnnc1SCC(=O)N1CCN(c2ccc(Cl)cc2)CC1	1.1	i	19	nt	nt	2%	2.4	2.3	4.8	4	732	i	0.3	-1.1	1270	-0.65	-0.1	-0.046	0.46
Cc1nn(C)c(C)c1CN(C)S(=O)(=O)c1ccc(F)cc1	1.1	i	3	4.4	561	5%	3.7	2.6	8.0	-24	746	i	0.7	nt	nt	-0.21	-0.23	0.23	1
CC(C)c1nc(SCC(=O)N2CCc3ccccc32)n[nH]1	1.1	i	32	-0.1	1152	3%	2.1	0.8	3.4	4	686	i	0.4	0.42	1392	-0.54	-0.14	-0.12	0.65
CCOC(=O)c1ccc2c(c1)nc(C1CCN(S(=O)(=O)c3cccs3)CC1)n2CC	1.2	i	6	1.3	1136	5%	4.2	3.0	11	nt	nt	?	nt	-4.1	809	-0.28	-0.34	0.055	-0.05
O=C(c1cccc(S(=O)(=O)N2CCOCC2)c1)N1CCCCCC1	1.1	i	32	2.0	1190	16%	3.5	1.1	4.5	-7	780	i	12	0.09	1219	1.6	-0.25	0.67	-1.1
O=C(CSc1ncccn1)Nc1ccc2c(c1)CCC2	nt	i	33	-0.2	1346	nt	nt	nt	nt	-9	708	i	0.5	-0.19	1007	-0.47	-0.22	0.21	0.93
Cc1nn(C)cc1/C=C(/C#N)C(N)=O	1.2	i	54	-4.5	542	-8%	2.8	2.0	3.5	2	626	i	0.7	-0.01	1281	0.095	-0.19	0.21	0.18
NS(=O)(=O)c1ccc(NCC2COc3ccccc3O2)c([N+](=O)[O-])c1 (stereo not drawn)	0.9	i	43	1.2	1364	6%	2.1	1.1	4.6	13	693	i	0.3	nt	nt	0.025	-0.17	-0.22	0.55
COC(=O)c1cn(NC(=O)c2cccnc2)c(=O)c2ccccc12	1.1	i	36	0.7	1125	-1%	1.5	1.4	7.9	-11	731	i	1.0	-0.4	885	0.44	-0.0024	0.17	-0.55
COc1ccc(/C=C2\CCC(C3CCCC3)C2=O)cc1Cn1nc(C)cc1C (stereo not drawn)	1.1	i	44	-0.8	939	23%	2.4	2.4	12	-2	642	i	0.7	0.46	1388	2.2	0.16	1.1	-1.9
Cc1ccc(C2(c3noc(CN4CCC(C(=O)N5CCOCC5)CC4)n3)CCCC2)cc1	1.1	i	41	1.0	998	9%	1.0	1.5	7.1	4	749	i	0.3	-0.21	1449	0.52	-0.32	0.4	0.16
S=C1NC2CCCCC2N1 (stereo not drawn)	1.1	i	55	0.2	1016	-8%	2.0	2.6	3.8	4	689	i	0.2	-0.31	1149	0.49	0.5	1.2	0.00066
O=c1nc(-c2ccccc2)cc(C(F)(F)F)[nH]1	1	i	37	0.2	1357	9%	3.1	1.7	4.6	nt	nt	i	1.1	-0.18	1521	1	-0.27	-0.45	0.34
Cc1cccc(N(CC(=O)NC(C)(C)C)C(=O)CS(=O)CC(=O)Nc2ccc(F)cc2)c1 (stereo not drawn)	1.1	i	34	1.0	1539	-8%	1.5	1.8	6.4	-1	731	i	0.5	nt	nt	-1.5	-0.2	-0.79	0.081
